Compound activity (PubChem)
N370S GC mod – inhibitors or activators of N370S glucocerebrosidase for Gaucher disease; P04062; N370S GC spleen homogenate, 4MU-glucoside fluorescence; Potency, µM (doses to about 59.4 µM), for inactives: top-dose activity change, negative = inhibition, actives largely listed as inhibitors; 0.092% of 330,000 active;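 also: 0% = full enzyme activity and -100% = no enzyme basal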
KAT2A inh – GCN5L2 (KAT2A) acetyltransferase inhibition; Q92830; GCN5L2 HAT assay, ThioGlo1 CoA-SH fluorescence; Potency, µM (doses to about 58.9 µM), for the others: at the highest dose activity change, negative = inhibition, most hits filed as inhibitors; 0.21% of 390,000 active; AID 504327
Target sequence (Q92830 whole entry, looked up): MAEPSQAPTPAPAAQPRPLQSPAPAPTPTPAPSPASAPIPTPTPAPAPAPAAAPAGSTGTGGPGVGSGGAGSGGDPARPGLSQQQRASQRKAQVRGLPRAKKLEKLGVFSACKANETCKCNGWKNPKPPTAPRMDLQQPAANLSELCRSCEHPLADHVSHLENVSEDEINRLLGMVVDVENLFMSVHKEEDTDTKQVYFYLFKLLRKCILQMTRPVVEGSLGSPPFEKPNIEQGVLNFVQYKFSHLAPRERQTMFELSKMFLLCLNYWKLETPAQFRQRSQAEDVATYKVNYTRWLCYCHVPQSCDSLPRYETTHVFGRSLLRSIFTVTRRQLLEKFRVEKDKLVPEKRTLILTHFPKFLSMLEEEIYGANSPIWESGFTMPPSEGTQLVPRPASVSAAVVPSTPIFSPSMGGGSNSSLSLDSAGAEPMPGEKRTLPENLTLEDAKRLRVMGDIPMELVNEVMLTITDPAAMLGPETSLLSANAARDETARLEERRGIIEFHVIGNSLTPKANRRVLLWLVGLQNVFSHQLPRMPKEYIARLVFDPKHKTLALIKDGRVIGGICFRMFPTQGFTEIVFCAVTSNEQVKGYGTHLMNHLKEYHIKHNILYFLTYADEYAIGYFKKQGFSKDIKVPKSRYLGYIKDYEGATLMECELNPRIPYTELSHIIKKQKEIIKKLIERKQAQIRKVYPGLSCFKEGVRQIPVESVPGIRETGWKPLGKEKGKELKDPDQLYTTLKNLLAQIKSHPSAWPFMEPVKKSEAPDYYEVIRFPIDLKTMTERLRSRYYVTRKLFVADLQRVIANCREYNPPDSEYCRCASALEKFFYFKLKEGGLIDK
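Titration-based screen in which CoA formation is detected via maleimide probe ThioGlo1 (50uM) turning fluorescent on thiol reaction; substrates H3(1-25) 75uM and acetyl-CoA 70uM, GCN5L2 20nM, 20 min incubation at room temperature.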
FEN1 inhibitor – inhibitors of human flap endonuclease 1 | P39748 | Recombinant FEN1 flap cleavage, fluorescence, 15 min | Potency, µM (titrated, usually from 114 µM), inactives show at the top dose activity change, negative = inhibition, most hits filed as inhibitors | 0.35% of 390,000 active; also: nearly all actives have a fitted effect of over 65% in size
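Enzyme 10 nM, 15 min RT preincubation with compound; start with substrate 50 nM final; reads at 0 and 15 min; qHTS titration, four-parameter Hill fit.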
* marks the source's active call; other numbers are inactive results; ? = inconclusive; . = no result given; & = joins results of further samples; [ ] = another dose, or the depositor's remark. Calls follow the shape of the dose curve; as a rule, active = well fitted curve in the direction sought with a large enough effect; inconclusive = small, poorly fitted or top-dose-only effect, or another doubt; inactive = no such curve, though single readings can be large; an effect the other way counts as inactive or inconclusive. Unless noted, % is scaled to controls: 0 for no effect and ±100 for the full control effect; potency is read from the fitted curve at half-maximal effect.

N370S GC mod	KAT2A inh	FEN1 inhibitor	mol
-18%	-5%	-12%	C/C(=N\N1CCN(C2c3ccccc3-c3ccccc32)CC1)c1ccco1
1%	-3%	-4%	CCOC(=O)N1CCN(C(=O)c2c[nH]c3ccc(S(=O)(=O)N(C)c4cccc(C)c4)cc3c2=O)CC1
-12%	-4%	-8%	CCOC(=O)c1sc(=S)n(-c2cccc(C(F)(F)F)c2)c1SC
2%	1%	-4%	CCOc1ccc2nc(N/C(N)=N/C(=S)Nc3ccc(C)c(C)c3)nc(C)c2c1
.	17%	-5%	COc1ccc(OC)c(NC(=O)c2cnn(-c3ccc(C)cc3)c2C2CCNCC2)c1
-14%	-5%	-3%	CCOC(=O)c1sc(N(Cc2ccccc2)C(=O)COC(=O)c2ccccc2O)nc1C
.	0%	18%	CCCCCSc1nnc2c(n1)[nH]c1c(C)cccc12
.	-12%	-29%	C[C@]12C=CC(=O)C=C1CC[C@@H]1C2=CC[C@]2(C)[C@@H](C(=O)CN3CCN(c4cc(N5CCCC5)nc(N5CCCC5)n4)CC3)CC[C@@H]12
-4%	17%	-10%	CCOC(=O)N1CCN(C(=O)C2CCN(S(=O)(=O)c3ccc(Cl)cc3)CC2)CC1
?	-5%	-5%	CC(C)N1C(=O)/C(=C/c2nc3ccccc3c(=O)n2-c2ccccc2)c2ccccc21
-2%	-11%	-2%	COc1ccccc1CNC(=O)CCCNC(=O)Cn1cnc2sc(C)c(C)c2c1=O
.	-8%	6%	Cc1ccc(S(=O)(=O)N2CCN(C(=O)COC(=O)Cc3ccc(Cl)cc3)CC2)c(C)c1
1%	-5%	.	CCOc1cccc(-c2nnc3sc(-c4ccc(C)cc4)nn23)c1
9%	-4%	?	COc1ccc(/C=N/NC(=O)c2ccc(CSc3nc(C)cc(C)n3)cc2)cc1O
1%	-17%	0%	CCCNC(=O)CCc1c(C)nc2c(c(C)nn2-c2ccccc2)c1C
-7%	0%	-13%	Cc1ccc(-c2nn(-c3ccccc3)cc2C(=O)OCC(=O)Nc2ncc(Cl)cc2Cl)cc1
.	1%	-3%	Cc1cc(C)n(-c2ccc(C(=O)N3CCN(c4ccccn4)CC3)cc2)n1
5%	-7%	7%	Cc1ccc(CNC(=O)Cn2nnc3ccccc3c2=O)cc1
3%	-1%	11%	O=C(Cc1cccs1)Nc1nnc(SCc2ccc(F)cc2)s1
.	-13%	?	CC(C)(C)C1CCc2onc(C(=O)Nc3sc4c(c3C(N)=O)CCCC4)c2C1 (stereo not given)
.	-7%	-9%	COc1ccc(N2CC(NC(=O)/C=C\c3ccc4c(c3)OCO4)CC2=O)cc1 (stereo not given)
-18%	-8%	-5%	Cc1ccccc1-c1ccc(=O)n(CC(=O)Nc2ccc(S(=O)(=O)N(C)C)cc2)n1
-14%	-8%	3%	COc1c(F)c(F)c(C(=O)Nc2ccc(-c3nc4ccccc4[nH]3)cc2)c(F)c1F
3%	-6%	5%	COc1ccc(S(=O)(=O)NNC(=O)C23CC4CC(CC(C4)C2)C3)cc1
.	-3%	0%	Cc1ccc(-n2nc3ccc(NC(=O)c4cc5ccccc5o4)cc3n2)cc1
5%	-11%	2%	CCOC(=O)C1CCCN(c2c(Nc3cc(C)cc(C)c3)c(=O)c2=O)C1 (stereo not given)
.	-5%	-3%	Cc1nn(CC(=O)N2CCC(C)CC2)c(=O)c2cc3sccc3n12
3%	-1%	-4%	CC(NS(=O)(=O)c1ccccc1)C(=O)NC1CCCC1 (stereo not given)
-3%	-1%	14%	COc1cccc(NC(=O)c2ccc(-c3ccc([N+](=O)[O-])cc3)o2)c1
.	-13%	-4%	CCOc1ccc(N(C(=O)CC(C)C)S(=O)(=O)c2ccc3c(c2)oc(=O)n3C)cc1
2%	-1%	-2%	Cc1cccc(C(=O)NCC(=O)N2CCN(S(=O)(=O)c3ccccc3)CC2)c1
.	-7%	-4%	CCCCS(=O)CC(O)CSc1nc(-c2ccc(OC)cc2)cc(-c2ccccc2)c1C#N (stereo not given)
-6%	-13%	5%	Cc1ccccc1Nc1nc(N)nc(COc2ccc(C#N)cc2)n1
-9%	-12%	12%	CCOc1ccccc1CN1CCN(Cc2ccc3cccc(OC)c3n2)CC1CCO (stereo not given)
0%	-6%	5%	CC1=C(C(=O)Nc2ccccc2F)C(c2cccs2)NC(=S)N1 (stereo not given)
-23%	-4%	-4%	COc1ccc(NC(=O)c2cc([N+](=O)[O-])ccc2N2CCN(C)CC2)cc1
-16%	5%	-20%	CN1CCN(C(=S)c2cn(Cc3cccc(F)c3)c3ccccc23)CC1
.	-6%	-13%	CCc1ccccc1NC(=O)C(=O)NCCCN1CCOCC1
-1%	-4%	0%	CCCOc1ccc(NC(=O)C2CC(=O)N/C(=N/N=C(\C)CCc3ccc4c(c3)OCO4)S2)cc1 (stereo not given)
1%	2%	-3%	CN1C(c2ccccc2)CCOS1(=O)=O (stereo not given)
-4%	-6%	0%	Cc1cc(-c2ccccc2)nc2[nH]n(-c3ccccc3)c(=O)c12
.	-1%	-15%	COc1ccc(OC)c(NC(=O)c2cnn(-c3ccccc3Cl)c2NC(=O)c2ccco2)c1
-4%	-3%	16%&11%	NS(=O)(=O)c1cc2c(cc1Cl)NCNS2(=O)=O
.	-5%	-1%	CCOC(=O)N1CCN(c2ccc(S(=O)(=O)N3CCC(C)CC3)cc2[N+](=O)[O-])CC1
3%	-12%	1%	O=c1[nH]cc(S(=O)(=O)N2CCN(c3cccc(C(F)(F)F)c3)CC2)c(=O)[nH]1
.	?	0%	CCN(C(=O)Cn1c(SCC(=O)Nc2ccc(OC)cc2)nc2ccccc21)c1cccc(C)c1
-3%	-4%	-23%	O=S(=O)(c1ccc(F)cc1)N(CCO)CC(O)Cn1c2ccccc2c2ccccc21 (stereo not given)
3%	31%[activator]	-5%	CC(CC1CC(C)(C)OC1=O)C(=O)Nc1ccc([N+](=O)[O-])cc1 (stereo not given)
2%	-19%	-10%	O=C(NC(Cc1ccccc1)C(=O)O)/C(=C\c1ccccc1)NC(=O)c1ccc(Br)o1 (stereo not given)
4%	-3%	0%	O=C(Nc1cc2c(cc1Cl)OCCO2)c1ccco1
.	-6%	6%	CCOc1ccc(NC(=O)COC(=O)CN2CCCCCC2=O)cc1
-1%	-1%	.	c1ccc(-c2ccc(OCCN3CCCC3)cc2)cc1
9%	0%	-14%	COc1ccc(CN2CCCC(C(=O)N3CCCC3)C2)cc1 (stereo not given)
-2%	-8%	0%	O=C(NCCSCc1ccco1)c1ccc(=O)[nH]c1
17%	-5%	3%	Cc1ccc(-c2nnc3n2N=C(c2ccc(Br)cc2)CS3)cc1
-21%	1%	-4%	O=C(COC(=O)c1ccncc1)NCCCc1ccccc1

The results go on:
N370S GC mod	KAT2A inh	FEN1 inhibitor	mol
4%[12.8 µM]	-6%	-10%	COc1cccc(OCc2nnc(SCC(=O)NCc3ccco3)n2C)c1
-1%	-4%	-9%	Cc1ccc(C)c(NC(=O)CCCCCN2C(=O)[C@@H]3Cc4ccccc4CN3C2=O)c1
6%	3%	-10%	O=C(CCCN1C(=O)c2ccccc2C1=O)Oc1ccc(F)cc1
-9%	0%	-11%	CCOC(=O)c1cccc(NC(=O)CSc2nnc(COc3ccc(Cl)cc3)o2)c1
3%[2.35 µM]	-5%	0%	O=C(NCN1CCc2ccccc2C1)c1ccccc1
.	-4%	-7%	Cc1[nH]c2ccccc2c1C(=O)COC(=O)c1ccccc1O
-6%	-20%	10%	N/C(=N\OC(=O)c1ccoc1)c1ccc(Br)cc1
.	-1%	4%	Cc1sc2ncn(CC(=O)Nc3ccc(C(F)(F)F)cc3)c(=O)c2c1S(=O)(=O)N1CCN(C)CC1
4%	-1%	-9%	Cc1ccc(N/C=C2\CCCCC2=O)c(C)c1
.	-1%	-5%	Cc1ccccc1-c1nnc(SCC(=O)c2c(N)n(C3CC3)c(=O)[nH]c2=O)o1
.	-2%	0%	COc1ccc(OC)c(C2C(C(=O)Nc3ccccc3OC)=C(C)Nc3c(C(=O)Nc4ccc(F)cc4)cnn32)c1 (stereo not given)
5%	0%	18%	O=C(Nc1ncccn1)C1CCCCC1
2%	3%	3%	O=C(CCSc1ccc(Cl)cc1)N1CCOCC1
11%	-7%	4%	COCCn1c(Cc2ccccc2)nnc1SCC(=O)N1CCCCC1C (stereo not given)
-4%	-1%	-16%	CCOC(=O)N1CCN(S(=O)(=O)N2CCCC(C(=O)NCCc3ccccc3)C2)CC1 (stereo not given)
6%	0%	6%	CCCn1c(N)c(N(CCOC)C(=O)c2cc3c(s2)CCCCC3)c(=O)[nH]c1=O
-12%	0%	0%	C=CCNC(=S)N(CC)c1cccc2ccccc12
7%	-11%	-16%	Clc1cc(Cl)cc(CN2CCSCC2)c1
1%	-9%	12%	O=C(NC(NC1CCS(=O)(=O)C1)C(Cl)(Cl)Cl)c1ccc(Br)cc1 (stereo not given)
-2%	-21%	16%	O=C(CNC(=O)c1ccccc1Cl)N/N=C/c1ccc2c(c1)OCO2
5%	-1%	0%	CCSc1nnc(NC(=O)C(C)(C)C)s1
-12%	-6%	-8%	COc1ccc(NC(=O)C2CC(c3c(F)cccc3Cl)=NO2)cc1 (stereo not given)
-3%	-3%	2%	CCOc1ccccc1NC(=O)CCCN1C(=S)NC(C)(C)CC1C (stereo not given)
0%	2%	.	CCN(CC)CCCN1C(=O)C(O)=C(C(=O)c2sc(C)nc2C)C1c1ccc(C)o1 (stereo not given)

13 structures from above, sorted by heavy-atom count, rising.
N370S GC mod	KAT2A inh	FEN1 inhibitor	mol
7%	-11%	-16%	Clc1cc(Cl)cc(CN2CCSCC2)c1
4%	-1%	-9%	Cc1ccc(N/C=C2\CCCCC2=O)c(C)c1
2%	3%	3%	O=C(CCSc1ccc(Cl)cc1)N1CCOCC1
-12%	0%	0%	C=CCNC(=S)N(CC)c1cccc2ccccc12
1%	-9%	12%	O=C(NC(NC1CCS(=O)(=O)C1)C(Cl)(Cl)Cl)c1ccc(Br)cc1 (stereo not given)
-12%	-6%	-8%	COc1ccc(NC(=O)C2CC(c3c(F)cccc3Cl)=NO2)cc1 (stereo not given)
-3%	-3%	2%	CCOc1ccccc1NC(=O)CCCN1C(=S)NC(C)(C)CC1C (stereo not given)
11%	-7%	4%	COCCn1c(Cc2ccccc2)nnc1SCC(=O)N1CCCCC1C (stereo not given)
.	-1%	-5%	Cc1ccccc1-c1nnc(SCC(=O)c2c(N)n(C3CC3)c(=O)[nH]c2=O)o1
6%	0%	6%	CCCn1c(N)c(N(CCOC)C(=O)c2cc3c(s2)CCCCC3)c(=O)[nH]c1=O
0%	2%	.	CCN(CC)CCCN1C(=O)C(O)=C(C(=O)c2sc(C)nc2C)C1c1ccc(C)o1 (stereo not given)
-4%	-1%	-16%	CCOC(=O)N1CCN(S(=O)(=O)N2CCCC(C(=O)NCCc3ccccc3)C2)CC1 (stereo not given)
.	-2%	0%	COc1ccc(OC)c(C2C(C(=O)Nc3ccccc3OC)=C(C)Nc3c(C(=O)Nc4ccc(F)cc4)cnn32)c1 (stereo not given)

Additional compounds:
N370S GC mod	KAT2A inh	FEN1 inhibitor	mol
12%	-10%	-10%	Cc1ccc(O)c(C(=O)c2cnn(C(=O)COc3ccc(Cl)cc3)c2)c1
12%	-5%	-2%	OCCC1CN(Cc2cccc(-c3ccco3)c2)CCN1Cc1ccsc1 (stereo not given)
-3%	-1%	?	CCOc1ccc2[nH]c3c(NCCCOC)ncnc3c2c1
0%	-2%	-13%	CCCC(C(=O)NC1CCCC1)N(CCN(CC)CC)C(=O)c1snc(C(N)=O)c1N (stereo not given)
-5%	8%	.	COc1cc2c(cc1OC)CN(CC(=O)Nc1ccc(Cl)c(S(=O)(=O)N(C)C)c1)CC2
2%	?	13%	COc1ccc(C(=O)N2CCCC(CNC(=O)c3ccccc3Cl)C2)o1 (stereo not given)
-6%	-2%	-7%	O=C1CS(=O)CN1c1ccc(Oc2ccccc2)cc1 (stereo not given)
0%	-9%	0%	CC[C@@]12C(=O)N(c3cccc(F)c3)C(=O)N1[C@H](c1ccc(F)cc1)[C@@H]1C(=O)N(C3CCCCC3)C(=O)[C@@H]12
2%	0%	3%	COc1ccc(Cl)cc1NC(=O)c1cnc2sccn2c1=O
-1%	-2%	-5%	Cc1ccc(-c2nnn(CC(=O)NCCC3=CCCCC3)n2)cc1
-1%	2%	-2%	O=C(Nc1c2c(nc3c1CCC3)CCCC2)c1ccccn1
.	1%	-10%	Cc1cc(N2CCC(C(=O)Nc3ccc(Cl)cc3)CC2)n2nc(C)c(-c3ccc(Cl)cc3)c2n1
-4%	-2%	3%	CCCCN(C(=O)c1cccc(S(=O)(=O)N2CC(C)OC(C)C2)c1)c1c(N)n(CCCC)c(=O)[nH]c1=O (stereo not given)
8%	-15%	.	CC1(C)Cc2c(c(N3CCCC3)[nH]c(=S)c2C#N)CO1
-5%	23%	9%	C=CCNC(=O)NC(=O)c1csc([N+](=O)[O-])c1
8%	-5%	-1%	CCn1c(CCc2ccccc2)n[nH]c1=S
13%	-5%	-3%	Cc1ccc(S(=O)(=O)N(C)CC(=O)OCc2nnc(-c3ccccc3)o2)cc1
9%	-4%	0%	CCN(CCCNC(=O)CCNC(=O)Cn1ccc2ccccc2c1=O)c1ccccc1

This is a subset; rates above refer to the full screens.
